# Mdm2-MdmX inh: inhibitors of human Mdm2/MdmX interaction; 330,000 compounds, 3% hits; inhibition, % at 8 µM; AID 485346; SaOS-2 split-luciferase Mdm2/MdmX complementation, luminescence; O15151+Q00987;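 active = inhibition of at least 50% at 8 µM in the primary screen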
# Target sequence (O15151 whole entry, looked up): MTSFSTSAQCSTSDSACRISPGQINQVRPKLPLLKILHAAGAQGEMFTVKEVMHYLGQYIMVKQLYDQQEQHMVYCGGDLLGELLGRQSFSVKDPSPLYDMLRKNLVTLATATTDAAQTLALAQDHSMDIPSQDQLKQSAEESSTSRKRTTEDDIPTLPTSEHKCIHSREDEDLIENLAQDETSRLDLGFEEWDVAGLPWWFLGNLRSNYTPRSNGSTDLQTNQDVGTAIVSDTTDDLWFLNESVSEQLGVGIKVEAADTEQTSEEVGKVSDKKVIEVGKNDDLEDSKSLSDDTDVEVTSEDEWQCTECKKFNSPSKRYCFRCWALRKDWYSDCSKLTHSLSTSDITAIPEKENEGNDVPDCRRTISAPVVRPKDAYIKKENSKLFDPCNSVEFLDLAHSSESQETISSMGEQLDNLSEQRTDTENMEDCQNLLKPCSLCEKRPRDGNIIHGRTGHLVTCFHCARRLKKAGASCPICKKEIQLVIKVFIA
# Target sequence (Q00987 whole entry, looked up): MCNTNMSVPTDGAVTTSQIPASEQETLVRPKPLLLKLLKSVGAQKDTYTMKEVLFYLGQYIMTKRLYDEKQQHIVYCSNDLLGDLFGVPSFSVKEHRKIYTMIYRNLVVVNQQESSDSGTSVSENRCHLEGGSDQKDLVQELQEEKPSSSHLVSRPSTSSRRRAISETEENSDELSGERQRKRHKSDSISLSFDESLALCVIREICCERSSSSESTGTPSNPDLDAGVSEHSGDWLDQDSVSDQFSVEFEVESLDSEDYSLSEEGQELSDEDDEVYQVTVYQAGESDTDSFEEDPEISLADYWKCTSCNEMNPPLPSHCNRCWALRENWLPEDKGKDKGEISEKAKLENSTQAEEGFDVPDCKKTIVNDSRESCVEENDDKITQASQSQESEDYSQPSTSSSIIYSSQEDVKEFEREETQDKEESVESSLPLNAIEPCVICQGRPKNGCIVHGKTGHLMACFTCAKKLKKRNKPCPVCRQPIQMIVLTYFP
# CCR6 antag: blocks CCL20-driven beta-arrestin recruitment at human CCR6. P51684. CHO-K1 CCR6 PathHunter beta-arrestin, luminescence, CCL20-stimulated. inhibition, % at 20 µM. 340,000 compounds, 0.49% hits. AID 493098;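 active = compounds whose inhibition of the agonist-driven luminescence signal at 20 µM reaches about 50%, limit read from the data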;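 note: cells stimulated with CCL20 at 14 nM final; plate controls were DMSO with CCL20 for no effect and DMSO without agonist for full effect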
# UPR XBP1 act: activators of adaptive arm of unfolded protein response (XBP1); activation, % at 20 µM; 330,000 compounds, 0.33% hits; CHO-XBP1 luciferase reporter, IRE1-XBP1 UPR activation, luminescence; percent of tunicamycin response, DMSO as zero; AID 463104;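 active = versus positive control, 20 µM dose yields 30% or more activation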;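 note: 100% = tunicamycin at 10 µg/mL and 0% = DMSO only wells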
#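 assay system = CHO-XBP1 luciferase reporter cells | amount = 1000 cells/well | buffer or medium = F12 plus 10% FBS | compound dosing = single point, 20 µM final compound, 1% DMSO | incubation = 16-18 h cell attachment at 37 °C, then 6 h compound exposure | detection = Steady-Glo luminescence read | controls = tunicamycin 10 µg/mL and vehicle-only wells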
# Jurkat NFkB inh: inhibitors of the PMA/ionomycin-induced NF-kB reporter in Jurkat cells. 330,000 compounds, 0.53% hits. PMA/ionomycin-induced NF-kB luciferase reporter, luminescence. inhibition, % at 4 µM; in the data active = inhibition above about 50%
# 697 NFkB inh: inhibitors of the PMA/ionomycin-induced NF-kB reporter in 697 B cells | 330,000 compounds, 0.33% hits | inhibition, % at 4 µM | AID 435022 | 697 B-cell NF-kB luciferase reporter, 16 h; in the data active = inhibition above about 35%
# Gli-Sufu block: blocks Gli-Sufu signaling in a luciferase reporter. Sufu-KO-LIGHT fibroblasts, Gli luciferase reporter luminescence. inhibition, % at 5 µM. 340,000 compounds, 0.74% hits. AID 588413;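 active = inhibition above about 55%, limit read from the data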;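 note: 0% = DMSO-treated cells and 100% = wells with medium but no cells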
# EBI2 block: blocks human EBI2 receptor beta-arrestin signaling; P32249; EBI2 beta-arrestin recruitment, luminescence, 7a,25-OHC stimulated; inhibition, % at 5 µM; 360,000 compounds, 0.81% hits; AID 651636; in the data active = inhibition above about 38%;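 note: enzyme fragment complementation signal reports receptor beta-arrestin coupling in cells; 0% = agonist plus DMSO wells and 100% = wells without agonist; some results beyond the cut were filed as inactive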
# CHOP UPR activ: activators of apoptotic arm of unfolded protein response (CHOP) | CHO-CHOP luciferase reporter, UPR activation, luminescence; percent of tunicamycin response over DMSO baseline | activation, % at 10 µM | 330,000 compounds, 0.34% hits;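 active = at 10 µM dose, activation of 40% or more, normalized to positive control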;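 note: 100% = tunicamycin at 10 µg/mL and 0% = DMSO alone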
#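 System: CHO CHOP reporter cells. Amount: 500 cells per well. Buffer or medium: F12 medium, 10% FBS. Compound dosing: one dose, 10 µM in 0.5% DMSO. Incubation: 6 h compound exposure at 37 °C after overnight seeding. Technique: Steady-Glo luciferase luminescence. Benchmarks: tunicamycin and DMSO controls.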
# CXCR6 inh: inhibitors of human CXCR6 receptor | O00574 | CHO-K1 PathHunter CXCR6 beta-arrestin, luminescence | inhibition, % at 20 µM | 360,000 compounds, 0.36% hits; in the data active = inhibition above about 34%, passing the limit was not always enough;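 note: antagonist mode with CXCL16 agonist at 10 nM final; 0% = 10 nM CXCL16 with DMSO and 100% = unstimulated wells without agonist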
# * hit, by the source's call; x = no result given; & = joins results of further samples.
cpd	SMILES	Mdm2-MdmX inh	CCR6 antag	UPR XBP1 act	Jurkat NFkB inh	697 NFkB inh
1	COc1ccc(C=O)cc1CN1C(=O)c2ccccc2C1=O	16	-4	0	5	17
2	COc1ccc(OC)c(N=C(N)N=C(N)N)c1	9	10	1	-8	8
3	CC(C)NC(=O)CCn1nc(-c2ccc(Cl)cc2)c2ccccc2c1=O	17	16	-5	3	10
4	Cc1ccc(OCC(=O)NNC(=O)Cn2c(=O)cnc3ccccc32)cc1	14	5	0	2	22
5	Cc1cccc(C(=O)c2ccccc2C(=O)O)c1O	1	13	-2	3	8
6	Cc1ccc(CCNc2ccc3ccccc3c2)cn1	14	11	6	6	-2
7	CCCC(=O)C1C(=O)CC(CC(C)SCC)CC1=O (configuration not stated)	7	8	-1	12	16
8	COc1cc(NC(=O)CCN2C(=O)NC3(CCCC3)C2=O)c(OC)cc1Cl	23	12	2	4	16
9	COc1ccccc1C(=O)NCCOc1ccc(C(C)(C)C)cc1	15	21	-5	21	-7
10	CC(C)(C)OC(=O)NN1CC(=O)N2Cc3ccccc3C[C@@H]2C1=O	12	20	6	-6	11

cpd	Gli-Sufu block	EBI2 block	CHOP UPR activ	CXCR6 inh
1	0	-3	1.6	3
2	1	-11	-0.4	-2
3	-1	3	-1.8	10
4	-3	-3	0.8	2
5	6	-4	0.8	-2
6	6	27	3.0	-9
7	4	-7	0.5	-9
8	-6	5	2.5	-12
9	-5	8	-0.4	-6
10	14	9	1.9	-1

# Reformatted: results already given.
# Order of values – Mdm2-MdmX inh, CCR6 antag, UPR XBP1 act, Jurkat NFkB inh, 697 NFkB inh, Gli-Sufu block, EBI2 block, CHOP UPR activ, CXCR6 inh
6) Cc1ccc(CCNc2ccc3ccccc3c2)cn1
 : 14, 11, 6, 6, -2, 6, 27, 3.0, -9
7) CCCC(=O)C1C(=O)CC(CC(C)SCC)CC1=O (configuration not stated)
 : 7, 8, -1, 12, 16, 4, -7, 0.5, -9

# (continued)
cpd	SMILES	Mdm2-MdmX inh	CCR6 antag	UPR XBP1 act	Jurkat NFkB inh	697 NFkB inh
11	O=C(/C=C/c1ccco1)Nc1ccc(C(=O)N2CCOCC2)cc1	-2	-9	-1	2	7
12	COC(=O)CN(Cc1ccccc1)S(=O)(=O)c1ccc(OC)c(OC)c1	12	8	-3	6	4
13	CCc1ccc(CNC(=O)CCCC(=O)n2nc(C)c3ccccc32)cc1	15	28	-1	-2	-18
14	C=CCOn1c(=O)c(-c2ccc(Cl)cc2)[n+]([O-])c2ccccc21	5	9	-4	-4	9
15	COc1ccc(N2CCN(C(=O)c3sc4nc(-c5ccc(F)cc5)cn4c3C)CC2)cc1	20	8	1	12	9
16	COn1c(C)c(C)c2c3nonc3ccc21	x	5	x	x	x
17	CCN(CC)S(=O)(=O)c1ccc(N2CCOCC2)c(NC(=O)c2ccc(=O)n(C)n2)c1	16	11	1	-5	29
18	O=S(=O)(c1cccc(S(=O)(=O)N2CCC(Cc3ccccc3)CC2)c1)N1CCOCC1	13	-2	-2	8	17
19	O=C(C1CCCCC1)N1CCN(c2ncccn2)CC1	16	20	-3	-10	11
20	COc1ccc(C(=O)COc2ccccc2C(N)=O)cc1	-4	12	2	-1	-2

cpd	Gli-Sufu block	EBI2 block	CHOP UPR activ	CXCR6 inh
11	-15	3	0.7	-14
12	0	-2	-0.9	1
13	57*	-3	0.7	0
14	13	-2	-0.2	1
15	34	-6	2.4	5
16	5	0	x	-14
17	1	-6	2.4	-6
18	3	21	-1.0	2
19	2	-2	-3.2	-5
20	-4	6	-1.1	-3

# Additional structures.
cpd	SMILES	Mdm2-MdmX inh	CCR6 antag	UPR XBP1 act	Jurkat NFkB inh	697 NFkB inh
21	C=CCNc1nc2ccccc2nc1NS(=O)(=O)c1cccs1	11	-12	0	7	-1
22	CCOc1ccccc1C(=O)Nc1cc(C(=O)NCCc2ccccc2)ccc1Cl	-6	17	-2	-18	-14
23	O=C(O)CCC(=O)CCC(=O)c1ccc(Cl)cc1	-10	15	2	-4	3
24	COc1ccc(CN2C(=O)CS/C2=N/N=C/c2ccccc2)cc1	-115	6	0	-8	-48
25	COCCN=C1Sc2nc3cc4c(cc3cc2CN1CC1CCCO1)OCO4 (configuration not stated)	29	5	1	-11	9
26	CC1(c2ccccc2)O[C@@H]2C[C@H]3[C@@H]4CCC5=CC(=O)C=C[C@]5(C)[C@@]4(F)[C@@H](O)C[C@]3(C)[C@]2(C(=O)CO)O1 (some centres not stated)	8	2	1	6	4
27	Cc1cccc(NS(=O)(=O)c2nnc(NC(=O)C3CCCCC3)s2)c1	-26	13	-4	-4	-9
28	CCOC(=O)c1cc2c(C)n(-c3ccc(OCC)cc3)c(C)c2ccc1=O	-19	9	-1	17	-20
29	Cc1ccc(NC(=O)CSc2ccc(C(N)=O)cc2[N+](=O)[O-])cc1	-21	10	-2	-17	3
30	O=C(Nc1ncccn1)c1cccc(F)c1	-24	10	4	-2	-40

cpd	Gli-Sufu block	EBI2 block	CHOP UPR activ	CXCR6 inh
21	-7	3	-1.6	3
22	-15	13	3.8	7
23	6	-7	0.5	-3
24	-18	-8	3.4	-19
25	2	0	0.0	-3
26	19	6	-1.8	-2
27	0	-4	0.3	-12
28	-22	5	2.7	-6
29	-6	-6	2.9	8
30	x	-6	0.5	6

# Other results follow:
cpd	SMILES	Mdm2-MdmX inh	CCR6 antag	UPR XBP1 act	Jurkat NFkB inh	697 NFkB inh
31	CCOC(=O)c1[nH]c(C)c(CCC(=O)O)c1C	14&3	-9&1	3&0	6&-5	15&17
32	CC(OC(=O)c1cnccn1)C(=O)Nc1nc(-c2cccc([N+](=O)[O-])c2)cs1 (configuration not stated)	-7	9	-1	-40	-16
33	Cc1cc(C)n(-c2nnc(NC(C)(C)C)nn2)n1	2	-5	-4	-25	1
34	C=CCNC(=O)N1c2ccccc2Sc2ccccc21	-12	12	1	-8	-8
35	COc1cc(C2NC(=O)NC(C)=C2C(=O)NCc2ccccc2)c(Cl)cc1O (configuration not stated)	5	4	-2	15	6
36	CCC(C)C(NC(=O)c1ccccc1NC(=O)c1ccc(OC)cc1)C(=O)NCCCn1ccnc1 (configuration not stated)	9	13	-2	-13	4
37	O=C1C(Cc2ccccc2)Nc2ncnc(N3CCOCC3)c2N1Cc1ccccc1 (configuration not stated)	0	14	2	2	17
38	CCN(CC(=O)Nc1c(F)cccc1F)C(=O)Cn1c(=O)cnc2ccccc21	0	0	-3	5	11
39	CCOC(=O)C1CCCN(CCCc2ccccc2)C1 (configuration not stated)	-15&16	8&6	1&-1	15&8	-1&11
40	COc1ccc2c3c(c(=O)oc2c1OCC(=O)O)CCCC3	11	7	-1	3	-33

cpd	Gli-Sufu block	EBI2 block	CHOP UPR activ	CXCR6 inh
31	2&8	-5&-12	-0.2&1.1	-3&-7
32	-31	8	4.9	-7
33	-46	-11	3.2	-2
34	-6	10	2.3	0
35	1	-10	1.6	-4
36	-3	5	-0.3	4
37	-5	-11&-7	-0.4	14&0
38	-3	5	-0.7	4
39	11&-8	-6&-9	0.6&-1.6	0&0
40	2	-4	2.0	0

# Three of the compounds above, as labelled records:
[34] C=CCNC(=O)N1c2ccccc2Sc2ccccc21
- Mdm2-MdmX inh = -12
- CCR6 antag = 12
- UPR XBP1 act = 1
- Jurkat NFkB inh = -8
- 697 NFkB inh = -8
- Gli-Sufu block = -6
- EBI2 block = 10
- CHOP UPR activ = 2.3
- CXCR6 inh = 0
[35] COc1cc(C2NC(=O)NC(C)=C2C(=O)NCc2ccccc2)c(Cl)cc1O (configuration not stated)
- Mdm2-MdmX inh = 5
- CCR6 antag = 4
- UPR XBP1 act = -2
- Jurkat NFkB inh = 15
- 697 NFkB inh = 6
- Gli-Sufu block = 1
- EBI2 block = -10
- CHOP UPR activ = 1.6
- CXCR6 inh = -4
[36] CCC(C)C(NC(=O)c1ccccc1NC(=O)c1ccc(OC)cc1)C(=O)NCCCn1ccnc1 (configuration not stated)
- Mdm2-MdmX inh = 9
- CCR6 antag = 13
- UPR XBP1 act = -2
- Jurkat NFkB inh = -13
- 697 NFkB inh = 4
- Gli-Sufu block = -3
- EBI2 block = 5
- CHOP UPR activ = -0.3
- CXCR6 inh = 4

# Going on with the list.
cpd	SMILES	Mdm2-MdmX inh	CCR6 antag	UPR XBP1 act	Jurkat NFkB inh	697 NFkB inh
41	CN(NS(=O)(=O)c1cccs1)c1ncc(C(F)(F)F)cc1Cl	11	7	2	9	10
42	COCC1CCN(C(=O)C2CCC(=O)N(Cc3cccc(F)c3)C2)CC1 (configuration not stated)	17	7	-2	-10	11
43	C=CCN1C(=O)CSc2ccc(C(=O)NC(C)c3ccccc3)cc21 (configuration not stated)	14	5	-3	8	6
44	O=C(C1CC1)N1CCc2cc(S(=O)(=O)N3CCCc4ccccc43)ccc21	32	12	3	26	-27
45	COc1ccc(/C=C/C(=O)N2CCC(C(N)=O)CC2)cc1S(=O)(=O)N1CCOCC1	12	1	1	5	4
46	COc1ccc(NC(=O)c2cc3c(CO)cnc(C)c3oc2=Nc2cccc(C)c2)c(OC)c1	20	-7	12	-15	12
47	Cc1cccc(NC(=O)CNC(=O)c2sc3ccccc3c2Cl)n1	17	2	3	-17	-3
48	COc1cc(-c2c(-c3ccsc3)sc3ccccc23)cc(OC)c1OC	23	13	-1	-12	19
49	C=CC[n+]1cccc(-c2cc3ccc(C)cc3[nH]2)c1	10	-6	-4	-12	1
50	O=C(c1ccc(F)c(F)c1)N1CCC2(CC1)NCCc1[nH]cnc12	-33	5	-2	1	-21

cpd	Gli-Sufu block	EBI2 block	CHOP UPR activ	CXCR6 inh
41	11	2	0.7	6
42	-12	-2	1.0	0
43	-8	1	3.0	-11
44	4	11	-0.8	-6
45	-4	-1	-0.8	2
46	29	-24	1.8	1
47	-22	-6	3.1	0
48	5	10	2.8	3
49	41	-6	0.9	-7
50	5	-11	-1.9	1

# Later entries
cpd	SMILES	Mdm2-MdmX inh	CCR6 antag	UPR XBP1 act	Jurkat NFkB inh	697 NFkB inh
51	Cc1ccc(Cn2ccc(=O)c(Cc3c(Cl)cccc3Cl)c2C)cc1	19	-1	-1	-6	31
52	CCOC(=O)C1=C(COC(=O)CSc2ccc(C)cc2C)NC(=O)NC1C (configuration not stated)	4	-4	-2	-1	0
53	COc1ccc(-n2nc(C(=O)NCC(=O)Nc3ccc(F)cc3)c3ccccc3c2=O)cc1	20	19	1	7	23
54	CC1=CS/C(=C(/C#N)C(=O)N2CCCCC2)N1c1ccccc1	3	4	2	11	4
55	O=C(O)c1cccc2c1C(=O)N(c1ccccc1)C2	-31	-4	-1	-32	-10
56	CCOc1ccc(N(CC(=O)NC2CCCC2)C(=O)Cn2nnc(-c3ccc(C)o3)n2)cc1	-21	-7	0	-7	2
57	Cc1cc(C)c2cc(C(O)c3nnnn3Cc3ccccc3)c(=O)[nH]c2c1 (configuration not stated)	22	-18	-4	16	11
58	O=C(C1CCN(Cc2cc(Cl)ccc2O)CC1)N1CCN(Cc2ccccc2)CC1	23	3	0	-2	-6
59	COc1ccc(CN2CCN(CCC(C)C)C(CCO)C2)cc1Cn1cccn1 (configuration not stated)	-31	12	1	-1	-16

cpd	Gli-Sufu block	EBI2 block	CHOP UPR activ	CXCR6 inh
51	10	4	-1.8	2
52	-6	-1	-0.9	1
53	16	4	-0.7	0
54	21	-1	0.6	-6
55	-14	-11	2.3	8
56	0	-2	1.7	5
57	1	3	-0.1	-13
58	10	3	-1.2	1
59	22	-1	0.0	-5

# High-throughput results: PubChem, Sanford-Burnham Center for Chemical Genomics
